# From PubChem
# RGS4 act: potentiators or activators of RGS4. HEK293 M3R/inducible RGS4, carbachol calcium flux Fluo4; active compounds read low. B-score at 10 µM. 310,000 tested, 0.92% active. AID 463111;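 active means B-score of the integrated calcium signal more than 4 SD below the library mean, with starting fluorescence not abnormally high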;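 further: negative B-score means reduced calcium response which marks RGS4 activation or potentiation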
#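 System – HEK293 FlpIn-TREx cells, stable M3R, doxycycline-inducible RGS4 · Reagent – ECmax carbachol challenge · Times – compound preincubation 20 min at room temperature before agonist · Technique – Fluo4 fluorescence kinetic imaging of calcium · Measure – B score of integrated Fluo4 ratio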
# ANO1 activ: activates or potentiates the mouse TMEM16A chloride channel. AID 623877. B-score at 10 µM. HEK293 TMEM16A/YFP-H148Q/I152L, iodide quench fluorescence; active compounds read low. 340,000 tested, 0.3% active;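 active means fluorescence-ratio B-score plate-corrected deviation score at least 3 library SD below zero, with starting fluorescence score within 5 deviations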;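 further: channel opened by trigger with iodide after compound preincubation; score built on the fluorescence ratio of max minus min over baseline; more negative score means more quench and so TMEM16A activation or potentiation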
# HDAC3 inh: inhibitors of human histone deacetylase 3 | recombinant HDAC3, fluorogenic peptide/trypsin coupled, fluorescence | inhibition, % at 8.3 µM | 320,000 tested, 0.15% active | AID 2718; in the data active means inhibition above about 26%, passing the limit was not always enough
# KCNQ1 pot: human KCNQ1 channel potentiation or activation; P51787; CHO-K1 KCNQ1, thallium flux FluxOR fluorescence; active compounds read high; B-score at 10 µM; 310,000 tested, 0.35% active;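 active means fluorescence ratio B-score, a plate-corrected score, at least three library SD, with initial intensity B-score within 5 SD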
# Target sequence (P51787 whole entry, looked up): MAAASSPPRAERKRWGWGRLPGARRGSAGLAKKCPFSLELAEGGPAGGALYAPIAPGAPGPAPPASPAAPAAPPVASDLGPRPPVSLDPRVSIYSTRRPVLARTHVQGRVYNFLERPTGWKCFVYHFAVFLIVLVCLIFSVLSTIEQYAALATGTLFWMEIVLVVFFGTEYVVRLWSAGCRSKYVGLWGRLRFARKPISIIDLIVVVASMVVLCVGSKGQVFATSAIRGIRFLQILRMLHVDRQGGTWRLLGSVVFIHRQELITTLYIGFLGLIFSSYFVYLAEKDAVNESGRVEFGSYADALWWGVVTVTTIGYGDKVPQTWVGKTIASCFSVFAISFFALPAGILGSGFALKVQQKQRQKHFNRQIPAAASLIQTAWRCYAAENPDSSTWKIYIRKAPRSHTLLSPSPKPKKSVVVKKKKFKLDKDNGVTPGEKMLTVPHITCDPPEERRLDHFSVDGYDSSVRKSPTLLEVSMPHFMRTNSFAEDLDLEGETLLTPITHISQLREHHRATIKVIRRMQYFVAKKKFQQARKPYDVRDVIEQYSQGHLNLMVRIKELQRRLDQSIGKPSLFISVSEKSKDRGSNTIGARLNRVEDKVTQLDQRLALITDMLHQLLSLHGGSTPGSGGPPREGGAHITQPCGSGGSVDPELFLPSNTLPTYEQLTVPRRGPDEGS
#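 assay system = CHO-K1 cells stably expressing KCNQ1 | medium = assay buffer, equal DMSO in all wells | timing = 37 °C overnight plating, 90-min dark dye load, 20-min compound pretreatment | measured by = kinetic FluxOR thallium fluorescence, 10-s 1-Hz baseline, 110-s post-stimulus read | measure = fluorescence change relative to baseline, converted to B score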
# KCNK3 inh: human KCNK3 channel inhibition, primary screen. O14649. CHO-KCNK3 thallium flux, FluxOR fluorescence; active compounds read low. B-score at 10 µM. 340,000 tested, 0.84% active;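 active means B-score under library mean minus 4 SD, starting fluorescence ratio at most library mean plus 5 SD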;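 further: more negative B-score means stronger inhibition of thallium flux through KCNK3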
# Target sequence (O14649 whole entry, looked up): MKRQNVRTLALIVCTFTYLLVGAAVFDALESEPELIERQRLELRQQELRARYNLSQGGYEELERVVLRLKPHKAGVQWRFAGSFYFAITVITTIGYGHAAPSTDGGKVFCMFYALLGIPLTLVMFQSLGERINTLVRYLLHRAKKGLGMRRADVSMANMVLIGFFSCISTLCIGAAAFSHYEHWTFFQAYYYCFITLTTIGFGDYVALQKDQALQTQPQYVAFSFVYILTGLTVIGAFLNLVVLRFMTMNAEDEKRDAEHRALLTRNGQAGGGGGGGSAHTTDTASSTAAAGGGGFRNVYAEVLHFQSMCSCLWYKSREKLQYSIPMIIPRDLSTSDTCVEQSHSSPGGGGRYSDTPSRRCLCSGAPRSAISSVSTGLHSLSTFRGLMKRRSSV
# hERG protect: hERG (human) protection from proarrhythmic block | Q12809 | activation (rescue from dofetilide block), less the hit threshold, % at 10 µM | CHO-hERG, FluxOR thallium flux, dofetilide IC70 present | 310,000 tested, 0.51% active | AID 1511;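 active means activation above the mean of controls blocked by dofetilide plus 5 SD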;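 further: thallium influx through hERG after potassium depolarization seen as dye fluorescence rise; in these data hits start at about 4.7%; inactives centre near -7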
# KCNQ1 inh: inhibitors of human KCNQ1 potassium channel; B-score at 10 µM; P51787; 310,000 tested, 1.3% active; AID 2642; CHO-K1 KCNQ1, FluxOR thallium flux fluorescence; active compounds read high;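 active means compounds whose thallium flux B-score, printed positive for inhibition, exceeds three library SD while starting fluorescence stays within three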;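 further: channel opened by potassium depolarization with thallium stimulus after 20 min compound exposure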
# TMEM16A inh: inhibitors of mouse TMEM16A calcium-activated chloride channel. 310,000 tested, 1.2% active. AID 588511. normalized B-score (activity score, 25-100; higher = stronger inhibition) at 10 µM. HEK293 TMEM16A/YFP iodide influx fluorescence, ionomycin;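 active means ratio plate-corrected score three or more library SD toward inhibition, starting fluorescence score within five deviations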;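 further: score derived from kinetic fluorescence span divided by baseline fluorescence per well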
# RGS4 inh: human RGS4 inhibition; P49798; HEK293 M3R/RGS4 inducible, Fluo-4 calcium flux; active compounds read high; triggered by carbachol at its EC20; B-score at 10 µM; 310,000 tested, 0.45% active;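 active means B-score, a plate-corrected calcium signal, over three deviations above library mean, with baseline fluorescence within five deviations of library mean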;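 further: RGS4 expression induced by doxycycline in cells with stable M3 receptor; B-score is computed from the integrated fluorescence ratio over baseline after carbachol; higher B-score means a larger calcium signal and so more RGS4 inhibition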
# SKKanGAS inh: SKKanGAS growth inhibition; S. pyogenes SKKanGAS, kanamycin growth, BacTiter-Glo, 6 h; inhibition, % at 7.5 µM; 300,000 tested, 1.3% active; AID 1662;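 active means mean replicate score, as percent of positive control median, at least 50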;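 further: strain carries kanamycin resistance gene driven by streptokinase promoter and grows in 40 µg/ml kanamycin; loss of luminescence reflects streptokinase promoter inhibition or plain growth inhibition; 0% = median of DMSO wells and 100% = positive control at its reference dose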
# KCNK9 inh: inhibitors of human KCNK9 two-pore domain potassium channel; B-score at 10 µM; 310,000 tested, 1.2% active; HEK293 KCNK9, FluxOR thallium flux fluorescence; active compounds read low; AID 488922; Q9NPC2;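 active means ratio B-score over 3 SD below the library mean, with starting fluorescence within 5 SD of its mean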;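 further: negative B-score means less thallium flux so channel inhibition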
# The depositor's hits bear a star; i = inactive; . = not tested or not shown.
SMILES,RGS4 act,ANO1 activ,HDAC3 inh,KCNQ1 pot,KCNK3 inh,hERG protect,KCNQ1 inh,TMEM16A inh,RGS4 inh,SKKanGAS inh,KCNK9 inh
CC(=O)Nc1ccc(C(=O)OCCCOC(=O)c2ccc(NC(C)=O)cc2)cc1,i,i,-1,i,i,-13,i,i,i,10,i
CCOC(=O)N1CCN(C(=O)/C=C/c2ccc3c(c2)OCO3)CC1,i,i,3,i,i,-12,i,i,i,3,i
COc1ccc(S(=O)(=O)NCC(c2ccc3c(c2)OCO3)N2CCN(C)CC2)cc1OC (stereo not given),i,i,-6,i,i,-14,i,i,i,-8,i
CC(C)(C)OC(=O)N/N=C/c1cn(-c2ccccc2)nc1-c1cccnc1,i,i,2,i,i,-19,i,i,i,1,i
O=C(CSc1nc2ccccc2o1)NCc1ccc2c(c1)OCO2,i,i,.,i,i,-13,i,i,i,0,i
O=C1/C(=C/c2cccs2)CCc2ccccc21,i,i,-5,i,i,-19,i,i,i,6,i
C/C(=N/NC(=O)c1ccco1)c1cccnc1,i,i,.,i,i,-6,i,i,i,-18,i
CSc1nc2ccc(NC(=O)c3nn(C(C)C)c(=O)c4ccccc34)cc2s1,i,i,4,i,i,-23,i,i,i,20,i
CCCCN(C)C(=O)CCC(=O)NNc1nc2ccccc2c2nc(C)nn12,i,i,1,i,i,-4,i,i,i,6,i
O=C(CNC(=O)C1CCCCC1)Nc1ccccc1Cl,i,i,-7,i,i,-13,i,i,i,-8,i
Cc1ccn2cc(-c3cccc(NS(C)(=O)=O)c3)nc2c1,i,i,-20,i,i,-11,i,i,i,-4,i
COCc1c(Br)c(C)[nH]c(=O)c1C#N,i,i,-3,i,i,-10,i,i,i,5,i
O=C(CSc1nnc(Cc2cccs2)n1-c1ccccc1)NC1CCCCC1,i,i,-6,i,i,-10,i,i,i,1,i
N/C(=N\OC(=O)c1ccc(Br)o1)c1cccnc1,i,i,.,i,i,-3,i,i,i,-2,i
O=C(CSc1nc2ccccc2c(=O)n1CC1CCCO1)NCCc1ccccc1 (stereo not given),i,i,-1,i,i,-6,i,i,i,-9,i
O=C(CCC(=O)N1CCN(S(=O)(=O)c2ccc3ccccc3c2)CC1)NCC(F)(F)F,i,i,2,i,i,-9,i,i,i,-1,i
O=C(CCNC(=O)c1ccc(Br)o1)NCc1ccccn1,i,i,-1,i,i,-11,i,i,i,4,i
Cc1ccc2nc(SCC(=O)O)nc(C)c2c1,i,i,2,i,i,1,i,i,i,-3,i
CSc1oc(-c2ccco2)nc1S(=O)(=O)c1ccccc1,i,i,-1,i,i,-10,i,i,i,1,i
CC1(C)CC(=O)N(CC(=O)O)c2ccccc2S1(=O)=O,i,i,4,i,i,-3,i,i,i,-6,i

# Results in RGS4 inh, for 3 of the compounds above:
SMILES | RGS4 inh
O=C1/C(=C/c2cccs2)CCc2ccccc21 | i
C/C(=N/NC(=O)c1ccco1)c1cccnc1 | i
CSc1nc2ccc(NC(=O)c3nn(C(C)C)c(=O)c4ccccc34)cc2s1 | i

# Going on with the list:
SMILES,RGS4 act,ANO1 activ,HDAC3 inh,KCNQ1 pot,KCNK3 inh,hERG protect,KCNQ1 inh,TMEM16A inh,RGS4 inh,SKKanGAS inh,KCNK9 inh
COc1ccc2oc3cc(C)[n+]([O-])c(-c4ccc(Br)cc4)c3c2c1,i,i,-3,i,i,-10,i,25*,i,40,i
Cc1cc2cc(C)c(NCCNC(=O)c3cccc(F)c3)nc2cc1C,i,i,4,i,i,-7,i,i,5.3*,-18,i
Cc1cc(C)c(NC(=O)CNC(=O)CSc2nnc(N)s2)c(C)c1,i,i,3,i,i,-18,i,i,i,1,i
COc1ccc(N/C=C\C(=O)c2ccc3c(c2)OCO3)cc1,i,i,9,i,i,-5,i,i,i,0,i
COc1ccc(/C(C)=N/Nc2nncc3ccccc23)cc1,i,i,-3,i,i,-1,i,i,i,-7,i
O=S(=O)(Cc1ccccc1)N1CCN(c2ncccn2)CC1,i,i,10,i,i,-4,i,i,i,2,i
CCOC(=O)c1cc(-c2ccc3c(c2)OCO3)nc2onc(C)c12,i,i,-5,i,i,-5,i,i,i,15,i
CCOC(=O)N1CCN(CC(O)COCc2cc(OC)c(OC)c(OC)c2)CC1 (stereo not given),i,i,7,i,i,2,i,i,i,0,i
Cc1cc(C)n(-c2nc(NCCCN(C)C)c3c4c(sc3n2)CCCC4)n1,i,i,5,i,i,1,i,i,i,0,i
CNc1ccccc1C(=O)OCC(=O)N1CCN(c2ccc(OC)cc2)CC1,i,i,-19,i,i,-15,i,i,i,-8,i
Fc1cccc(Cl)c1/C=C/c1cnc2ccccc2n1,i,i,0,i,i,-9,i,i,i,15,i
O=C(CNC(=S)N(Cc1ccccc1)Cc1cccnc1)NC1CC1,i,i,2,i,i,-9,i,i,i,-5,i
CNC(=S)N(Cc1ccc2c(c1)OCO2)C1CC(=O)N(c2ccc(F)cc2)C1=O (stereo not given),i,i,7,i,i,-7,i,i,i,-6,i
O=C(c1cc(-c2ccccc2)nc2ccccc12)N1CCOCC1,i,i,5,i,i,-1,i,i,i,-8,i
O=C(Nc1ccccc1C(=O)NC1CCCC1)NC1CCCC1,i,i,4,i,i,-8,i,i,i,2,i
CCCC(C)NC(=S)NC(=O)c1cc(S(=O)(=O)N2CCOCC2)ccc1C (stereo not given),i,i,5,i,i,-4,i,i,i,-2,i
O=C(CCCNS(=O)(=O)c1cccs1)N1CCN(c2cccc(Cl)c2)CC1,i,i,-5,i,i,-8,i,i,i,-11,i
N#Cc1ccc(NC(=S)NC(=O)CCc2ccc(S(=O)(=O)N3CCOCC3)cc2)cc1,i,i,0,i,i,-5,i,i,i,-2,i
NC(=O)Cn1c(=O)oc2ccccc21,i,i,-1,i,i,-16,i,i,i,3,i
Cc1ccccc1NC(=O)C(Cc1ccccc1)n1cccc1 (stereo not given),i,i,-5,i,i,-12,i,i,i,2,i
Cc1occc1C(=O)NNC(=O)c1ccc(Br)o1,i,i,0,i,i,-6,i,i,i,-3,i
CCOC(=O)CN1C(c2ccc(O)cc2)Nc2ccc(Br)cc2C1c1ccccc1 (stereo not given),i,i,2,i,i,-7,i,i,i,5,-7.5*
COc1ccc(Nc2nccc(-c3cccc(N)c3)n2)cc1,i,i,4,i,i,-1,i,i,i,-4,i
NC(=O)c1cc(C(=O)c2cccc(Cl)c2Cl)c[nH]1,i,i,2,i,i,-11,i,i,i,0,i
C=CCOc1ccc(/C=C/C(=O)OCC(=O)N2CCCc3ccccc32)cc1,i,i,-2,i,i,-20,i,i,i,0,i
COC(=O)Nc1nn(Cc2ccccc2F)cc1Br,i,i,0,i,i,-3,i,i,i,-5,i
NC(=O)C1CCN(C(=O)CCc2nc3ccccc3c(=O)[nH]2)CC1,i,i,0,i,i,-2,i,i,i,-8,i
CC(C)C(=O)N1CC(=O)Nc2ccc(F)cc2C1c1ccc(F)cc1 (stereo not given),i,i,-2,i,i,-6,i,i,i,-3,i
CCCCCCC(=O)N1C/C=C\C(c2ccc(OC)cc2)N(Cc2ccc(F)cc2)C(=O)[C@H]1Cc1ccccc1 (stereo not given in full),i,.,-5,i,.,-10,i,i,i,31,i
O=C(CCNC(=O)c1ccco1)Nc1ccc(C(F)(F)F)cc1,i,i,-2,i,i,-5,i,i,i,-4,i
O=C(c1ccncc1)N(Cc1ccccc1)Cc1nc2ccccc2c(=O)[nH]1,i,i,10,i,i,-2,i,i,i,-3,i
NC(=O)c1oc2ccccc2c1NC(=O)CN1CCCCC1,i,i,-3,i,i,-8,i,i,i,-1,i
Cc1cccn2c(=O)c3cc(C(=O)N4COCC4(C)C)n(C)c3nc12,i,i,-11,i,i,-15,i,i,i,8,i
COc1cccc(-c2onc3ccc(C(C)=O)cc23)c1,i,i,1,i,i,-8,i,i,i,1,i
COc1ccc(-c2csc3ncnc(N4CCN(S(=O)(=O)c5cccs5)CC4)c23)cc1,-8.2*,i,1,i,i,-21,8*,i,i,7,i
CN(C)CCN(C(=O)c1ccc(N2C(=O)CCC2=O)cc1)c1nc2cc3c(cc2s1)OCCO3,i,.,23,i,.,-15,i,i,i,1,i
COC(=O)CC1SC(=O)NC1=Nc1ccccc1 (stereo not given),i,i,10,i,i,-10,i,i,i,9,i
Cc1c(NC(=O)NCCN2C(=O)C3C4C=CC(C4)C3C2=O)c(=O)n(-c2ccccc2)n1C (stereo not given),i,i,-11,i,i,-9,i,i,i,6,i
O=[N+]([O-])c1ccc(Nc2nc(NCCO)nc(N3CCCC3)n2)cc1,i,i,.,i,i,-12,i,i,i,97*,i
O=C(OCN1C(=O)c2ccccc2C1=O)c1ccco1,i,i,3,i,i,-9,i,i,i,1,i
CS(=O)(=O)Nc1ccc2c(c1)OCC(=O)N2Cc1ccccc1,i,i,2,i,i,-12,i,i,i,5,i
O=C(CNC(=O)c1ccccc1)NCC(=O)OCC(=O)c1ccccc1Cl,i,i,.,i,i,-4,i,.,i,-3,i
COc1cc2c3nnc(-c4ccccc4)c-3cn(Cc3ccccc3F)c2cc1OC,i,.,.,i,.,-6,i,i,i,.,i
CN1CCC(N(C)C(=O)/C(C#N)=C/c2ccc(OC(F)F)cc2)CC1,i,i,.,i,i,-12,i,.,i,4,i
OCC[C@@H]1C[C@@H](O)[C@H](O)[C@@]2(OCc3ccccc32)O1,i,i,2,i,i,-8,i,i,i,7,i
Cc1cc(=O)oc(C)c1C(=O)NCCCN1CCN(c2ccccc2F)CC1,i,i,6,i,i,-11,i,i,i,1,i
CCOC(=O)C1CCN(S(=O)(=O)c2cc3c(cc2C)NC(=O)CO3)CC1,i,i,-1,i,i,-5,i,i,i,-2,i
CC1(c2ccccc2)NC(=O)N(CC(=O)Nc2ccccc2C(=O)NC2CC2)C1=O (stereo not given),i,i,-3,i,i,-11,i,i,i,11,i
CCCN1Cc2cccc(C(=O)Nc3ccc(CC)cc3)c2C1=O,i,i,-1,i,i,-8,i,i,i,2,i
O=C(CNC(=O)c1ccco1)OCC(=O)c1ccc(Cl)cc1,i,i,-2,i,i,-9,i,i,i,-23,i
